# Assay outcomes: PubChem BioAssay, several laboratories
# STAT1 act: STAT1 signaling activators, primary screen, cell-based, HTS, luciferase reporter. 200,000 tested, 2.6% active. activation (% of control), % at 5.5 µM. NIH 3T3 STAT1-luciferase reporter, IFN-gamma, luminescence; 100% = IFN-gamma alone, no compound;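 active means activation above the screen-wide mean activation plus 3 SD, cut at about 130% in these data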;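 further: raw ratio to IFN-gamma control signal so 100% means no change and 0% no light; values of inactives mirror those of a sister screen read the other way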
# TLR4 MyD88 comp: inhibitors of TLR4-MyD88 association in cells, primary screen, cell-based, HeLa CL3-4, BLA complementation, FRET ratio; Toll-like receptor 4 (Homo sapiens) + Myeloid differentiation primary response protein …; AID 861, 2007; inhibition, % at 8.4 µM; HeLa CL3-4 TLR4/MyD88 BLA complementation; 200,000 tested, 0.18% active; in the data active means inhibition above about 25%;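 further: 0% = vehicle and 100% = reference inhibitor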
# Target sequence (O00206 whole entry, looked up): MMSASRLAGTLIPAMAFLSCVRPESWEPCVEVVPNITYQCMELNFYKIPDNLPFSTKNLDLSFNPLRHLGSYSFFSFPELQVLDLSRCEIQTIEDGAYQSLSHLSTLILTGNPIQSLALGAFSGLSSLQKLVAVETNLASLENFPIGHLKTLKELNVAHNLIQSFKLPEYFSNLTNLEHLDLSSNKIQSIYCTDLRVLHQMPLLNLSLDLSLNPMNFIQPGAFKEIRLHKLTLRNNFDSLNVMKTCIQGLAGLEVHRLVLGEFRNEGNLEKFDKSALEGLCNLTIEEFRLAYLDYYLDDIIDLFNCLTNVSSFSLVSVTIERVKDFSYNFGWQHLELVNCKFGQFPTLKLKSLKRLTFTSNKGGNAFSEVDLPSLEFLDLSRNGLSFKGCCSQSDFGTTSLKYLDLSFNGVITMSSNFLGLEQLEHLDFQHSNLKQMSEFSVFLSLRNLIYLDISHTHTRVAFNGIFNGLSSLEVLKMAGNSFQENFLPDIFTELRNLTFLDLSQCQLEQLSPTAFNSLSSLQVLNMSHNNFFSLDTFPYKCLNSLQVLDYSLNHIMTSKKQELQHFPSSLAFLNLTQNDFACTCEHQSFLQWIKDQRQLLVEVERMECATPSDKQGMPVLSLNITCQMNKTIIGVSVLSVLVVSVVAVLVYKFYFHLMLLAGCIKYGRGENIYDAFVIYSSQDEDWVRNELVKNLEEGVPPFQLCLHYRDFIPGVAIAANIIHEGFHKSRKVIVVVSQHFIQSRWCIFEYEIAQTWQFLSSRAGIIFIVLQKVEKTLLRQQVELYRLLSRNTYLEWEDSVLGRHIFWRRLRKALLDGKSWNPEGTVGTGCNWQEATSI
# Target sequence (Q99836 whole entry, looked up): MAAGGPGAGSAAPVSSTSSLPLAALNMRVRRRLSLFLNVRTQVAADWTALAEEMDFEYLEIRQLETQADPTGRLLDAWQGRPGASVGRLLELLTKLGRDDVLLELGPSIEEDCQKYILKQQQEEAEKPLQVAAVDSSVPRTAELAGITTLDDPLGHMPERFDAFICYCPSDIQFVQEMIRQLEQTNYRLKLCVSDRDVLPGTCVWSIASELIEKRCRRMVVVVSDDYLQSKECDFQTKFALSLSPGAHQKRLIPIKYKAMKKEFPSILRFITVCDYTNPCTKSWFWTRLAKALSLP
# NF-kB neuron act: activators of NF-kB expression in neurons, primary screen, cell-based, HTS | human neuronal cells, NF-kB reporter expression; stronger effect = higher value | 190,000 tested, 1.6% active | AID 1239, 2008 | fold change at 12.5 µM; in the data active means fold change above about 3.3
# STAT3 act: IL-6 driven STAT3 reporter potentiators, primary screen, U3A cells, luciferase, luminescence, MLSCN library; activation (% of control), % at 5.6 µM; IL-6 STAT3-luciferase reporter; 100% = signal with IL-6 EC80 alone; AID 871, 2007; 190,000 tested, 0.91% active;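 active means activation above the screen-wide mean of compound activation plus 3 SD, cut at about 130% in these data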;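 further: 0% = background luminescence of wells with medium and substrate only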
#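 Assay system – human STAT1-deficient U3A cells with stable STAT3-luciferase reporter · Also added – IL-6 (33 ng/mL) · Schedule – compound 1 h, then IL-6 6 h at 37 °C · Technique – reporter luminescence signal · Evaluation – % activation versus median of IL-6-stimulated wells · Benchmarks – IL-6-only wells as 100% reference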
# Redox H2O2 prof: compounds producing H2O2 with reducing agent – biochemical, NIH compound library profiling, artefact control for MLSCN library redox annotation, primary screen; AID 878, 2007; DTT-dependent redox cycling H2O2, phenol red/HRP absorbance; 100% = 100 µM peroxide control, 0% = buffer; 200,000 tested, 0.03% active; activation, % at 10 µM;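 active means activation of at least 50% relative to the plate's high and low controls in the primary single-dose screen; inactive means activation below 50%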;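 further: compound incubated with DTT at 0.8 mM final as the reducing agent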
# HMGR II inh: inhibitors of E. faecalis class II HMGR, primary screen, biochemical, Enterococcus faecalis | HMG-CoA reductase (Enterococcus faecalis, mvaE) | purified E. faecalis HMGR, NADPH absorbance 340 nm kinetic | inhibition, % at 10 µM | 190,000 tested, 0.41% active | AID 1066, 2008;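 active means inhibition above a set limit, the median over all tested compounds plus 3 SD, cut at about 9.5% in these data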;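 further: enzyme runs in reverse so mevalonate oxidation gives rising NADPH absorbance; 0% = complete reaction with DMSO and 100% = background rate lacking mevalonate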
# Hsp70 act: Hsp70 transcriptional activators, primary screen, cell-based, HeLa, Hsp70 promoter luciferase, luminescence, 10 µM; 200,000 tested, 0.04% active; AID 1203, 2008; activation, % at 10 µM; HeLa Hsp70 promoter luciferase reporter; scaled: vehicle 0, proteasome-inhibitor control 100%;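 active means activation above the mean across all tested compounds plus 3 SD, cutoff set per campaign, cut at about 5.5% in these data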;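 further: 100% = MG132 at 30 µM as the positive control and 0% = DMSO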
# APP 5'UTR act: activators of APP 5'UTR luciferase reporter, primary screen, SH-SY5Y cells; SH-SY5Y APP 5'UTR luciferase reporter, luminescence; zero percent = DMSO vehicle wells; activation, % at 2 µM; 190,000 tested, 1% active;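 active means activation above a set limit, based on mean plus 3 SD of controls, cut at about 140% in these data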; further: values of inactives mirror those of a sister screen read the other way
# STAT3 inh: IL-6 driven STAT3 reporter inhibitors, primary screen, U3A cells, luciferase, luminescence, MLSCN library; 190,000 tested, 0.89% active; IL-6 STAT3-luciferase reporter; host cell line lacks STAT1; inhibition, % at 5.5 µM; AID 862, 2007;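 active means inhibition above the mean inhibition across all screened compounds plus 3 SD, cut at about 44% in these data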;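 further: 0% = DMSO only wells and 100% = 100 µM nifuroxazide control wells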
# STAT1 blocker: STAT1 signaling inhibitors, primary screen, cell-based, HTS, luciferase reporter. NIH 3T3 STAT1-luciferase reporter, IFN-gamma, luminescence. inhibition, % at 5.5 µM. 200,000 tested, 0.35% active. AID 920, 2007;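 active means inhibition above a set limit, the mean inhibition across all tested compounds plus 3 SD, cut at about 34% in these data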;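 further: 0% = IFN-gamma with DMSO and 100% = IFN-gamma with 300 µM nifuroxazide; values of inactives mirror those of a sister screen read the other way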
# Active calls of the source: *; . = no result given.
# Fields – STAT1 act	TLR4 MyD88 comp	NF-kB neuron act	STAT3 act	Redox H2O2 prof	HMGR II inh	Hsp70 act	APP 5'UTR act	STAT3 inh	STAT1 blocker
Cc1cc(N2CCN(c3cccc(C(F)(F)F)c3)CC2)n2nc(C)nc2n1
  104.2	0.1	0.95	95.3	-1.1	-3.6	-0.3	-20.9	9.9	-6.4
O=C1Nc2ccccc2C(O)(C(=O)NCc2ccco2)N1c1ccc(Cl)c(Cl)c1 (stereo not drawn)
  96.0	-0.3	1.31	110.2	-6.7	-8.2	-0.2	6.7	-8.6	4.3
Cc1ccc2c(c1)N(Cc1cccc(Cl)c1)C(=O)c1cccnc1O2
  98.9	4.0	0.93	111.8	-0.7	0.5	-0.3	9.0	-16.2	1.3
CCOc1ccc(CN(C)CC(=O)Nc2cc(C)c(C)cc2[N+](=O)[O-])cc1
  106.5	11.1	0.91	101.9	-0.5	1.0	-0.3	-2.3	3.7	-7.0
CC(C)(C)n1nnnc1C(c1cccs1)N1CCCC2(CCCCC2)C1 (stereo not drawn)
  99.3	-4.1	1.56	104.0	1.3	-2.0	-0.2	24.9	-1.9	0.7
CCN(C1CCCCC1)S(=O)(=O)c1ccc(S(=O)(=O)N2CCN(CCC#N)CC2)cc1
  97.9	-17.4	1.06	98.2	-0.7	-7.3	-0.2	2.2	7.4	2.4
O=C(COC(=O)[C@H](Cc1ccccc1)NC(=O)c1cccs1)NC1CCCCC1
  102.5	-2.5	0.9	101.2	0.4	-2.9	-0.3	-0.9	-2.9	-2.7
Cc1cc(Nc2ccc(F)cc2F)n2nc(C)nc2n1
  96.1	1.3	1.11	104.6	-0.3	-3.9	-0.3	-26.5	-5.4	5.0
CCC(=O)Oc1oc(-c2ccccc2)nc1C=Nc1ccccc1OC
  101.0	-0.4	1.04	144.0*	1.4	-2.2	0.1	13.7	-49.8	-1.1
N#C/C(=C\c1ccco1)Sc1nc2ccccc2s1
  103.8	0.0	1.24	137.6*	0.5	-2.1	-0.2	0.2	-44.6	-4.2

# Of the compounds above, these contain a furan ring, fused or not:
# Fields – STAT1 act	TLR4 MyD88 comp	NF-kB neuron act	STAT3 act	Redox H2O2 prof	HMGR II inh	Hsp70 act	APP 5'UTR act	STAT3 inh	STAT1 blocker
O=C1Nc2ccccc2C(O)(C(=O)NCc2ccco2)N1c1ccc(Cl)c(Cl)c1 (stereo not drawn)
  96.0	-0.3	1.31	110.2	-6.7	-8.2	-0.2	6.7	-8.6	4.3
N#C/C(=C\c1ccco1)Sc1nc2ccccc2s1
  103.8	0.0	1.24	137.6*	0.5	-2.1	-0.2	0.2	-44.6	-4.2

# Following part:
# Fields – STAT1 act	TLR4 MyD88 comp	NF-kB neuron act	STAT3 act	Redox H2O2 prof	HMGR II inh	Hsp70 act	APP 5'UTR act	STAT3 inh	STAT1 blocker
COc1ccc(-n2ncc3c(Nc4cccc(C)c4)ncnc32)cc1
  118.0	-1.2	1.72	97.6	-0.6	-9.6	0.2	98.0	9.1	-18.6
c1ccc(CN2CCCC3(CCCN(Cc4nc(CC5CC5)no4)C3)C2)cc1 (stereo not drawn)
  97.0	-6.5	1.34	101.2	-1.8	-5.3	0.2	-7.1	3.0	1.7
COc1ccc(-c2cc(C(=O)Nc3cccc(S(=O)(=O)NCc4ccco4)c3)c3ccccc3n2)cc1OC
  106.9	4.2	0.54	98.4	-0.5	-2.3	0.1	-16.9	6.7	-10.6
C/C(N)=C(/C#N)C(=O)CSc1nnc(COc2cc(C)ccc2C)o1
  91.6	-0.2	0.99	101.5	0.2	-3.5	-0.1	1.4	-0.5	9.4
CC(C)C[C@H](NC(=O)c1[nH]cnc1C(=O)N[C@@H](C)c1ccccc1)C(=O)OC(C)(C)C
  105.2	-13.4	0.48	.	0.7	-1.7	-0.2	2.7	.	-4.0
Cc1ccc(N2C(=O)[C@@H]3C(C(=O)C(c4ccccc4)c4ccccc4)=NN[C@@H]3C2=O)cc1
  94.3	-2.5	1.13	103.2	-0.3	-1.2	-0.5	-12.6	1.8	6.3
CC1(C)C(=O)OC(c2ccccc2)C2(CCCC2)C1=O (stereo not drawn)
  96.7	0.6	1.12	100.3	0.1	-7.4	-0.1	-9.2	-0.4	1.3
COCCn1c(Br)nc2c1c(=O)n(C)c(=O)n2C
  104.5	8.6	1.13	97.7	-0.2	-6.4	-0.2	9.3	8.4	-4.9
CCC(C)NS(=O)(=O)c1ccc(OCC(=O)Nc2ccc(F)cc2F)cc1 (stereo not drawn)
  96.9	-6.8	1.05	99.8	0.9	-2.9	0.0	-3.3	1.7	4.1
CC1CC(C(F)F)n2nc(C(=O)O)cc2N1 (stereo not drawn)
  106.1	0.4	1.15	100.6	0.8	-1.9	0.0	-14.3	2.8	-6.7
Cc1ccc(NC(=O)CC(NCCN2CCOCC2)C(=O)O)cc1Cl (stereo not drawn)
  99.7	-8.0	1.09	98.2	1.7	-4.5	-0.3	3.8	5.9	0.4
COc1ccccc1N1CCN(C(=O)c2ccc(CSc3ccccc3)cc2)CC1
  95.7	3.8	0.99	93.3	1.0	-3.7	-0.4	1.6	8.8	4.8
O=C1OCC/C1=C\c1ccccc1O
  99.3	-1.5	1.2	96.0	0.7	-4.3	-0.4	-14.1	10.4	0.7
Cc1cc(C)n2ncc(C(=O)NCc3ccc(Cl)cc3)c2n1
  103.5	-3.2	0.89	97.1	0.2	-2.0	-0.5	3.6	3.8	-3.8
CC1=NN(C(=O)Cn2nc([N+](=O)[O-])c(Br)c2C)C(O)(C(F)(F)F)C1 (stereo not drawn)
  98.1	8.1	1.17	92.0	0.1	-3.7	-0.4	-5.6	10.4	2.2
COCCNC(=O)NC(=O)CN1CCN(C(c2ccccc2)c2ccccc2)CC1
  102.6	-1.7	1.02	98.9	0.2	-1.2	0.1	23.9	6.9	-5.2
CCOC(=O)C1CCCCN1Cc1cccc(C(F)(F)F)c1 (stereo not drawn)
  99.9	-4.5	1.12	100.0	-0.1	-5.2	-0.1	-1.6	5.7	0.1
CC(C)Oc1ccc(CCc2n[nH]c(=S)n2Cc2ccccc2)cc1
  103.1	2.3	1.36	89.1	-3.9	3.4	-0.2	-4.3	20.2	-3.5
Cc1ccccc1CSCC(=O)NCc1ccco1
  107.2	-16.0	1.16	96.1	0.1	-1.3	-0.4	10.1	7.4	-8.2
O=C(CCc1n[nH]c(=O)[nH]c1=O)N1CCOCC1
  106.0	-2.4	0.95	96.2	-0.8	-0.9	-0.2	-11.3	9.4	-6.6
C=CCc1c(C)[nH]c(=O)[nH]c1=O
  112.0	2.8	1.03	91.3	-0.4	-3.5	-0.1	-3.0	11.2	-12.1
CCN1/C(=C2\C(=O)N(C)C(=S)N2C)C=Cc2ccccc21
  100.3	-3.3	0.68	99.8	0.5	2.1	-0.5	-2.2	-0.3	-0.4
COc1cc(C2C(N3C(=O)c4ccccc4C3=O)C(=O)N2c2cccc(C)c2)cc(OC)c1OC (stereo not drawn)
  91.8	-6.6	1.03	99.6	-0.8	-5.8	-0.3	3.8	0.8	9.3
Cc1ccc2nsnc2c1NC(=O)c1ccc(-c2cc(Cl)ccc2Cl)o1
  128.8*	8.0	1.08	107.6	2.6	-5.0	0.3	12.0	1.4	-32.0
COc1cccc(C(=O)C2CCCN(C(=O)c3cccc(C#CC(C)(C)O)c3)C2)c1 (stereo not drawn)
  96.9	-1.4	1.38	102.1	-1.2	-1.4	0.1	32.1	1.2	1.5
O=C(Cn1nnc2ccccc21)NCc1ccccc1
  144.1*	9.4	2.36	109.5	0.5	-5.9	0.3	59.1	-10.0	-40.3
Cc1cc(NC(=O)CN2C(=O)S/C(=C\c3ccccc3)C2=O)no1
  101.4	1.2	0.99	102.5	0.4	-1.9	0.1	28.0	-0.8	-1.6
CCC(c1nnc(SCC(=O)Nc2ccc(C(C)=O)cc2)n1C1CCCCC1)N(C)C (stereo not drawn)
  91.1	-7.1	1.22	96.5	.	1.3	-0.2	-11.1	4.0	10.0
COc1ccc2c(-c3cc4ccc(OCc5ccc(F)cc5)cc4oc3=O)cc(=O)oc2c1
  92.8	1.1	1.06	90.4	-0.1	-1.0	-0.4	0.0	13.4	8.1
COC(=O)C/C(O)=C(/N=Nc1cccc(C(F)(F)F)c1)C(=O)OC
  99.3	2.9	1.23	102.1	-0.6	-7.2	0.0	-12.9	8.2	-1.0
CCN(CC(=O)NCc1cccs1)C(=O)c1cccc(S(=O)(=O)N2CCc3ccccc32)c1
  96.0	1.9	0.77	100.5	-0.3	-0.1	0.1	0.4	1.6	3.8
CC(=O)Nc1sc2c(c1C#N)CC(C)(C)NC2(C)C
  105.8	-1.0	1.39	103.3	-0.4	1.1	-0.2	-1.9	2.6	-5.6
COc1ccc(-c2ccc(C(=O)O)o2)c([N+](=O)[O-])c1
  100.0	-3.9	1.15	96.3	-1.7	-2.9	-0.2	25.3	14.3	-1.8
CCCn1nnc(NC(=O)C(c2ccccc2)c2ccccc2)n1
  98.6	-20.0	1.03	97.9	1.6	0.0	0.2	-10.8	6.3	1.5
COc1ccc(C2=NN(c3ccccc3)C(c3cccs3)C2)cc1 (stereo not drawn)
  103.5	-7.1	1.18	103.9	1.0	-1.8	0.1	-2.5	-2.2	-5.7
CN(CC(=O)NNC(=O)c1cccnc1)S(=O)(=O)c1cc(Cl)ccc1Cl
  98.2	17.5	1.07	94.1	-0.7	2.1	-0.3	21.8	12.9	-0.2
CN=Cc1nc(-c2ccccc2)oc1O
  127.8	3.8	2.73	117.2	0.5	-3.0	-0.1	50.6	-17.8	-30.1
COCC(C)NS(=O)(=O)c1ccc(NC(=O)C(Cc2ccccc2)NC(N)=O)cc1 (stereo not drawn)
  95.6	4.8	1.21	99.7	0.0	-2.9	0.1	-6.8	4.4	4.8
COC(=O)c1sccc1NC(=O)c1cc2c(s1)CCCC2
  108.8	5.5	1.31	170.2*	-0.2	-0.6	-0.3	-0.8	-79.2	-10.7
CCCCNC(=O)Cn1c(-c2ccc(OC)cc2)noc1=O
  91.2	-7.1	1	98.3	0.3	3.0	0.1	0.9	4.5	9.6
CN(C)c1ccc(/C=N\Nc2nc(-c3ccccc3)cc(=O)[nH]2)cc1
  94.5	8.8	1.29	99.1	0.0	-5.4	-0.3	-4.8	4.6	6.1
C1CC2CN(c3nc4nonc4nc3N3CCSCC3)CCN2C1 (stereo not drawn)
  105.3	-13.5	1.14	99.7	-0.4	-1.4	0.0	-15.5	5.6	-7.1
CCCCN(C(=O)c1ccc(Cl)cc1)C1CC2CCC(C1)N2C (stereo not drawn)
  102.6	1.6	0.99	97.1	-0.1	2.5	-0.1	-4.6	8.7	-2.9
